High-throughput results (PubChem BioAssay)
U2OS ROS induce – ROS inducers in U2OS cancer cells, primary screen, cell-based, H2DCF-DA fluorescence | U2OS ROS induction | ROS induction (% of piperlongumine), % at 10 µM | 46,000 compounds, 2% hits; in the data active = ROS induction above about 79%, passing the limit was not always enough; inconclusive = no clear call, values can overlap the other calls;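 note: 0% = DMSO vehicle median and 100% = reference compound median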
* hit, by the source's call; ? = inconclusive.

SMILES	U2OS ROS induce
CC(=O)NC(C)c1nc2ccccc2n1Cc1ccccc1 (stereo unspecified)	-6.6
C[C@H](CO)N1C[C@H](C)[C@H](CN(C)Cc2ccc(O)cc2)OCc2cnnn2CCCC1=O	-16.4
CCOc1ccccc1N=C1NC(=O)CS1	6.9
COC(=O)C(CC#Cc1ccc2c(c1)[C@]1(C(=O)N2)[C@H](C(=O)N2CCN(c3ncccn3)CC2)[C@H]2C(=O)O[C@H](c3ccccc3)[C@H](c3ccccc3)N2[C@@H]1c1ccc(O)cc1)C(=O)OC	6.0
Cn1c(=O)c2c(nc(SCC(=O)c3ccccc3)n2CCCc2ccccc2)n(C)c1=O	9.2
CC(C)NC(=O)Nc1ccc2c(c1)C(=O)N([C@H](C)CO)C[C@@H](C)[C@H](CN(C)C(=O)NC(C)C)O2	-18.4
C[C@@H]1CN([C@@H](C)CO)C(=O)CCCn2cc(nn2)CO[C@@H]1CN(C)Cc1ccc(Oc2ccccc2)cc1	7.7
CC12CC3(C)CC(C)(C1)CC(C(=O)O)(C2)C3	-2.6
CC(C)CN(CC(C)C)C(=O)Nc1ccccc1C(F)(F)F	-6.6
COC(=O)c1ccc(CSc2ccc3nnc(-c4ccc(Cl)cc4)n3n2)o1	?
Cc1ccc(S(=O)(=O)Nc2ccc3c(c2)C(=O)N([C@H](C)CO)C[C@@H](C)[C@H](CN(C)Cc2ccc(C(F)(F)F)cc2)O3)cc1	3.7
Cc1ccc(-n2c(SCC(=O)Nc3cc(C(F)(F)F)ccc3Cl)nnc2-c2ccco2)cc1	?
COc1ccccc1CC(=O)Nc1cccc(NC(C)=O)c1	4.0
Cc1cc([N+](=O)[O-])ccc1NC(=O)CN1C(=O)COc2ccc(Cl)cc21	-2.7
CCOc1ccccc1OCc1nn2c(-c3ccc(C)cc3)nnc2s1	22.1

The last four entries of the section before come first, to join the parts:
SMILES	U2OS ROS induce
Cc1ccc(-n2c(SCC(=O)Nc3cc(C(F)(F)F)ccc3Cl)nnc2-c2ccco2)cc1	?
COc1ccccc1CC(=O)Nc1cccc(NC(C)=O)c1	4.0
Cc1cc([N+](=O)[O-])ccc1NC(=O)CN1C(=O)COc2ccc(Cl)cc21	-2.7
CCOc1ccccc1OCc1nn2c(-c3ccc(C)cc3)nnc2s1	22.1
CN(C)c1ccc(Cc2ccc(N(C)C)cc2)cc1	8.7
C[C@@H]1CCCCO[C@@H](CN(C)S(C)(=O)=O)[C@@H](C)CN([C@H](C)CO)C(=O)c2cc(NC(=O)c3ccccc3)ccc2O1	-10.5
O=C(CCCCC(=O)N/N=C/c1ccc[nH]1)NO	-11.8
Cc1cc(SCC(=O)Nc2ccccc2)nc2c(C)cccc12	-14.2
C[C@H](CO)N1C[C@H](C)[C@H](CN(C)CC2CC2)Oc2ccc(NS(=O)(=O)c3cccs3)cc2CC1=O	-6.9
C[C@@H]1CN([C@H](C)CO)C(=O)Cc2cc(NS(C)(=O)=O)ccc2O[C@H]1CN(C)Cc1ccc(Cl)c(Cl)c1	23.0
CNC[C@H]1Oc2c(NC(=O)Nc3ccccc3)cccc2C(=O)N([C@@H](C)CO)C[C@H]1C	10.7
C[C@H](CO)N1C[C@H](C)[C@H](CN(C)S(=O)(=O)c2cn(C)cn2)Oc2ncc(-c3cccc(C(F)(F)F)c3)cc2C1=O	20.6
Cc1noc(C)c1NC(=O)Nc1ccc2c(c1)CC(=O)N([C@@H](C)CO)C[C@@H](C)[C@@H](CN(C)C(=O)Nc1ccccc1)O2	-2.1
Cc1noc(C)c1NC(=O)Nc1ccc2c(c1)C(=O)N([C@H](C)CO)C[C@H](C)[C@H](CN(C)Cc1ccc(-c3ccccc3)cc1)O2	33.0
CCc1nc2cc3sc(CC)nc3cc2s1	-20.3
C[C@@H]1CN([C@@H](C)CO)C(=O)c2cc(NS(=O)(=O)c3cn(C)cn3)ccc2O[C@H]1CN(C)C(=O)NC1CCCCC1	-3.5
CC(C)(C)NC(=O)c1ccc(COCC(F)(F)F)o1	-2.1
C[C@@H]1CN([C@@H](C)CO)C(=O)c2cccc(NC(=O)C3CCOCC3)c2O[C@@H]1CN(C)C(=O)Nc1ccc2c(c1)OCO2	-7.5
Cc1ccc(S(=O)(=O)Nc2cccc3c2O[C@@H](CN(C)C(=O)Nc2c(C)noc2C)[C@H](C)CN([C@H](C)CO)C3=O)cc1	-4.4
COc1ccc(S(=O)(=O)Nc2ccc3c(c2)C(=O)N([C@H](C)CO)C[C@H](C)[C@H](CN(C)C(=O)Nc2cccc4ccccc24)OCCCC[C@@H](C)O3)cc1	63.9
Cc1ccc(OC(=O)c2ccccc2)c(-n2nc3ccccc3n2)c1	-2.7
Cc1ccc(S(=O)(=O)Nc2ccc3c(c2)C(=O)N([C@H](C)CO)C[C@H](C)[C@@H](CN(C)C(=O)CCCN(C)C)OCCCC[C@@H](C)O3)cc1	2.0
CC(C)CNCC1COc2ccccc2O1 (stereo unspecified)	-8.9
NC(=O)c1ccccc1NC(=O)CCCOc1ccc(Cl)cc1Cl	17.3
C[C@@H]1CN([C@@H](C)CO)C(=O)c2cc(NS(=O)(=O)c3ccc(Cl)cc3)ccc2O[C@H]1CN(C)S(=O)(=O)c1ccc(Cl)cc1	3.9
O=S(=O)(N[C@@H]1CCCN(Cc2cccc(OCCO)c2)C1)c1cc(Cl)ccc1Cl	9.5
COc1ccc(S(=O)(=O)N(C)C[C@H]2Oc3ccc(NC(=O)CCCN(C)C)cc3CC(=O)N([C@H](C)CO)C[C@H]2C)cc1	13.7
NNC(=O)c1cc(-c2ccccc2)n[nH]1	1.1
NNC(=O)C1C(C(=O)NN)C1c1ccccc1 (stereo unspecified)	0.2
CN(CCOC(=O)c1ccccc1)c1cc(C(F)(F)F)nc2ccccc12	18.8
Cc1noc(C)c1NC(=O)N(C)C[C@H]1Oc2ccc(NC(=O)NC3CCCCC3)cc2C(=O)N([C@H](C)CO)C[C@@H]1C	12.1
C[C@@H]1CCCCO[C@H](CN(C)C(=O)Nc2cccc3ccccc23)[C@@H](C)CN([C@H](C)CO)C(=O)c2cc(NS(=O)(=O)c3cccs3)ccc2O1	33.1
C=CCC1OC(=O)CCNC(=O)C(C)N(C)C(=O)C(C(C)C)N(C)C(=O)C(C(C)CC)NC(=O)C2CCCN2C1=O (stereo unspecified)	-0.6
C[C@H](CO)N1C[C@H](C)[C@H](CN(C)S(=O)(=O)c2ccc(F)cc2)Oc2ncc(C#Cc3ccccc3)cc2C1=O	54.3
C[C@@H]1CN([C@H](C)CO)C(=O)c2cc(NC(=O)Nc3cccc4ccccc34)ccc2O[C@@H]1CN(C)Cc1ccc(-c2ccccc2)cc1	4.8
COc1ccc(S(=O)(=O)N(C)C[C@@H]2OCCCC[C@@H](C)Oc3ccc(NC(=O)c4ccccc4)cc3C(=O)N([C@H](C)CO)C[C@@H]2C)cc1	45.5
CCOC(=O)c1c(N)sc2c(OCC)c(Br)ccc12	-2.0
COc1ccc(C(=O)CSc2nnc(-c3ccccc3O)n2C)cc1	-2.7
COc1ccc(S(=O)(=O)Nc2ccc3c(c2)C(=O)N([C@@H](C)CO)C[C@@H](C)[C@H](CN(C)C(=O)NC(C)C)O3)cc1	16.7
C[C@H](CO)N1C[C@H](C)[C@@H](CN(C)S(C)(=O)=O)Oc2c(NC(=O)Nc3ccc(F)cc3)cccc2C1=O	27.8
O=C(Nc1ccccc1)C1=C[C@@H](c2ccc3c(c2)Cc2ccccc2-3)C[C@@H](OCc2ccc(CO)cc2)O1	27.9
C[C@@H]1CN([C@@H](C)CO)C(=O)c2cc(NC(=O)Nc3ccccc3)ccc2O[C@H]1CN(C)Cc1ccc(-c2ccccc2)cc1	20.0
Cc1ccc(Cc2cncc(O)c2)cc1S(=O)(=O)O	-11.9
C[C@@H]1CN([C@@H](C)CO)C(=O)c2cccc(NS(=O)(=O)c3ccc(F)cc3)c2O[C@@H]1CN(C)CC1CCCCC1	-6.5
CCc1ccc(NC(=O)CC(NCc2ccccc2)C(=O)O)cc1 (stereo unspecified)	-10.1
CC(C)(c1ccccc1)c1cc(CN2CCOCC2)c(O)c(CN2CCOCC2)c1	15.6
Cc1nn(C(C)C(=O)Nc2cc(C(F)(F)F)ccc2Cl)c(C)c1[N+](=O)[O-] (stereo unspecified)	0.0
CC(C)NC(=O)Nc1ccc2c(c1)C(=O)N([C@H](C)CO)C[C@@H](C)[C@H](CN(C)C)O2	3.3
Cc1cc(=O)oc2c3c(ccc12)OC(=O)/C3=C\c1ccccc1	16.4
COc1ccc(-c2c(-c3ccc(OC)cc3)n(Cc3ccc(F)cc3)c3nc[nH]c(=O)c23)cc1	?
C[C@H]1CN([C@@H](C)CO)C(=O)c2cccc(N(C)C)c2O[C@@H]1CN(C)S(=O)(=O)c1cn(C)cn1	-5.2
O=C(O)CCC(=O)N1CCN(C(c2ccccc2)c2ccccc2)CC1	-4.1
c1ccc(Sc2ncnc3c2oc2ccccc23)nc1	57.9
Cc1c(C)c(C)c(CSC2CC(=O)N(c3ccccc3)C2=O)c(C)c1C (stereo unspecified)	8.9
C[C@H]1CN([C@@H](C)CO)C(=O)c2cc(NC(=O)CCN3CCOCC3)ccc2O[C@@H]1CN(C)S(=O)(=O)c1ccccc1	-5.1
CCCc1nc(SCC(=O)c2ccc(Cl)cc2)nc(OC(=O)N(CC)CC)c1C	20.6
C[C@H]1CN([C@@H](C)CO)C(=O)Cc2cc(NS(C)(=O)=O)ccc2O[C@@H]1CN(C)S(=O)(=O)c1ccc(F)cc1	3.0
O=C1O[C@@H](c2ccccc2)[C@@H](c2ccccc2)N2[C@@H](c3ccc(OCCO)cc3)[C@]3(C(=O)Nc4ccccc43)[C@@H](C(=O)N3CCN(c4ncccn4)CC3)[C@H]12	96.5*
COc1cc(C2OCC3C(C)C=C(C)C2C3C)ccc1O (stereo unspecified)	-5.8
O=C(O)CSc1nnc(COc2ccc(Cl)cc2)n1-c1ccc(Br)cc1	3.7
COc1ccc(CN2C(=O)C3C4C=CC(C4)C3C2=O)cc1 (stereo unspecified)	4.9
O=C1CC(c2ccccc2)CC(O)=C1C=NCc1ccncc1 (stereo unspecified)	3.1
CCCN1C(=O)c2ccccc2NC1c1ccc(OC)c(OC)c1 (stereo unspecified)	-3.6
C[C@@H]1CN([C@H](C)CO)C(=O)c2cccc(NS(=O)(=O)c3cn(C)cn3)c2O[C@@H]1CN(C)C(=O)Nc1ccc(F)cc1	32.8

Ordered by SMILES length (highest first): part of the list above
SMILES	U2OS ROS induce
COc1ccc(-c2c(-c3ccc(OC)cc3)n(Cc3ccc(F)cc3)c3nc[nH]c(=O)c23)cc1	?
O=C(O)CCC(=O)N1CCN(C(c2ccccc2)c2ccccc2)CC1	-4.1
COc1cc(C2OCC3C(C)C=C(C)C2C3C)ccc1O (stereo unspecified)	-5.8

Other results.
SMILES	U2OS ROS induce
O=C(CCCCCCC(=O)Nc1ccccc1O)N/N=C/c1ccc2c(c1)Cc1ccccc1-2	33.7
C[C@@H]1CN([C@@H](C)CO)C(=O)Cc2cc(NS(=O)(=O)c3ccc(Cl)cc3)ccc2O[C@@H]1CN(C)C(=O)Nc1cccc2ccccc12	8.5
C[C@@H]1CN([C@H](C)CO)C(=O)CCCn2nncc2CO[C@H]1CN(C)Cc1cccc2c1OCCCO2	-9.8
C[C@@H]1CN([C@H](C)CO)C(=O)c2cccc(NS(=O)(=O)c3ccccc3)c2O[C@@H]1CN(C)Cc1ccc(C(F)(F)F)cc1	-2.4
CCc1c(O)cc(O)c2c1O[C@H](C)CC2=O	-0.4
C[C@@H]1CN([C@H](C)CO)C(=O)c2cccc(NS(=O)(=O)c3ccccc3)c2O[C@H]1CN(C)C(=O)Nc1ccccc1	18.5
Cc1noc(C)c1NC(=O)N(C)C[C@@H]1Oc2c(NS(=O)(=O)c3ccc(F)cc3)cccc2C(=O)N([C@@H](C)CO)C[C@@H]1C	-1.8
Cc1cc(C)c(S(=O)(=O)N(CC(=O)Nc2ccccc2C(F)(F)F)C2CCCCC2)c(C)c1	1.5
CCOC(=O)c1c(-c2ccccc2)oc2ccc(O)c(CSCC(=O)Nc3ccccc3)c12	20.2
O=C(CC1CCOCC1)Nc1ccc(I)cc1	3.6
COc1ccc(NCC(O)Cn2ccc3ccccc32)cc1 (stereo unspecified)	-14.6
CCCCn1c(=S)[nH]c2sc3c(c2c1=O)CCCC3	-12.7
C[C@@H]1CN([C@H](C)CO)C(=O)c2cc(NC(=O)NC3CCCCC3)ccc2O[C@H]1CN(C)CC1CCCCC1	3.2
Cc1ccc(NC(=O)CC(=O)Nc2ccc(C)cc2)cc1	13.3
C[C@H]1CN([C@@H](C)CO)C(=O)Cc2cc(NS(=O)(=O)c3ccc(F)cc3)ccc2O[C@@H]1CN(C)C(=O)Nc1ccc2c(c1)OCO2	-2.9

Overlap with the part before: two entries, then new ones.
SMILES	U2OS ROS induce
Cc1ccc(NC(=O)CC(=O)Nc2ccc(C)cc2)cc1	13.3
C[C@H]1CN([C@@H](C)CO)C(=O)Cc2cc(NS(=O)(=O)c3ccc(F)cc3)ccc2O[C@@H]1CN(C)C(=O)Nc1ccc2c(c1)OCO2	-2.9
COc1ccc(/C=C2\SC(=O)N(c3ccc(C)cc3)C2=O)cc1	-4.4
O=C1Nc2c(ccc(Cl)c2Cl)C(=O)C1(F)c1ccccc1 (stereo unspecified)	33.6
O=C1CCC(C(=O)Nc2ccccc2N2CCOCC2)=NN1	-13.5
CS(=O)(=O)N(CC(=O)Nc1ccc(C(F)(F)F)cc1)c1ccccc1Cl	17.9
Cc1ccc2c(Sc3ccc(Cl)cc3)c(C(=O)NC3CCCC3)[nH]c2c1	-12.5
COc1ccc(C(CC(=O)O)NC(N)=O)cc1 (stereo unspecified)	-37.1
CC(C)NC(=O)Nc1ccc2c(c1)C(=O)N([C@H](C)CO)C[C@H](C)[C@@H](CN(C)S(=O)(=O)c1ccccc1)O2	-5.0
Cc1sc2nc3c4ccccc4c(NCc4ccccn4)nn3c(=O)c2c1C	10.7
O=C(C1Cc2ccccc2C1)N1CCOCC1	-14.3

In a second layout: results already given.
O=C1Nc2c(ccc(Cl)c2Cl)C(=O)C1(F)c1ccccc1 (stereo unspecified)
  U2OS ROS induce = 33.6

O=C1CCC(C(=O)Nc2ccccc2N2CCOCC2)=NN1
  U2OS ROS induce = -13.5

An excerpt. The share of hits here may be higher or lower than overall.
